Compound activity: PubChem BioAssay, Vanderbilt High Throughput Screening Facility
GluA2 TARP mod = modulates AMPAR-stargazin complexes; O88602+P19491; HEK293 GluA2+stargazin, membrane potential dye (FDSS), glutamate EC50; hits were called plate by plate, in both directions; calls only at 30 µM; hit rate 3.5% among 40,000; AID 1259245;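 active means any of four per-well response measures lying three or more SD from its plate-wide compound average, in either direction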
Target sequence (O88602 whole entry, looked up): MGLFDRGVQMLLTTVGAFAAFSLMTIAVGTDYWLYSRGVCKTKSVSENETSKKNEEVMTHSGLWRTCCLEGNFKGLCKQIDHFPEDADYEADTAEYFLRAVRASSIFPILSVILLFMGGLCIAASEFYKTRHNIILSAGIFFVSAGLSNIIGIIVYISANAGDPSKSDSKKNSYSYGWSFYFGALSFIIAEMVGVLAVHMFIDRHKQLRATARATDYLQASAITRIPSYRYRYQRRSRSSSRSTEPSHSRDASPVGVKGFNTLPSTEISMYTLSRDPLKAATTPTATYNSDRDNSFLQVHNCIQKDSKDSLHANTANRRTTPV
Target sequence (P19491 whole entry, looked up): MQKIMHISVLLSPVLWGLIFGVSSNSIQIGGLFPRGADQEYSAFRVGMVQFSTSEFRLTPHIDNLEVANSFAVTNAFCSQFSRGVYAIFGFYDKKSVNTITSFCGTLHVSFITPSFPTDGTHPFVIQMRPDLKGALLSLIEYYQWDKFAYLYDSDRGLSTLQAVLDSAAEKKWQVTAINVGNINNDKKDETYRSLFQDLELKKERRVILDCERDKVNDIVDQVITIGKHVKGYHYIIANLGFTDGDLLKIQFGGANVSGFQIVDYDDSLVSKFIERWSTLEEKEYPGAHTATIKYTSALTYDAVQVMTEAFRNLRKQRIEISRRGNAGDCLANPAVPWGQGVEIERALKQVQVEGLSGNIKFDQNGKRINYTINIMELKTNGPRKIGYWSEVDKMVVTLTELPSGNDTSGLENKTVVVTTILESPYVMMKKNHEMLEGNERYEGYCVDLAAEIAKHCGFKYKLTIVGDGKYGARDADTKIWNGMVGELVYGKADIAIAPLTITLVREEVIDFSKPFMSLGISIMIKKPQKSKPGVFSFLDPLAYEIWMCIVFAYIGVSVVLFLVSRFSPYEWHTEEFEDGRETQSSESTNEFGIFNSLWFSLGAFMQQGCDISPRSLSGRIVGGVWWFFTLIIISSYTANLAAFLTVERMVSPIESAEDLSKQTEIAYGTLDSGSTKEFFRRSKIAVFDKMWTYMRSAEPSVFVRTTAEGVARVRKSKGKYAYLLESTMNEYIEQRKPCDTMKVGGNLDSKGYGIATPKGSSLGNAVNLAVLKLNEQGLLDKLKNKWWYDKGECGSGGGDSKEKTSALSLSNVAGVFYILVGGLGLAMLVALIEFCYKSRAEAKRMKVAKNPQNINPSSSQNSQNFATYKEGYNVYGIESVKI
GluA2 TARP mod agonism max-min = also measured in GluA2 TARP mod; calls as there; compound max-min signal; compound-alone response (agonism);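 unitless range of fluorescence divided by baseline over first 100 seconds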
GluA2 TARP mod glutamate slope = also measured in GluA2 TARP mod; calls as there; glutamate slope, % of max; measured here: glutamate response slope, % max;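 scaled per plate between vehicle wells and maximal 1 mM glutamate control wells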
Starred values were filed as active, the others as inactive; i = inactive; + = active, no number; & = joins results of further samples. Some of the compounds tested; rates above refer to the full screens.

SMILES	GluA2 TARP mod	GluA2 TARP mod agonism max-min	GluA2 TARP mod glutamate slope
O=C(c1cc(Cl)ccc1Cl)N1CCCN(CCn2cccn2)CC1	i	0.11	76
COc1ccc(N2CCN(C(=O)C(=O)c3cn(CC(=O)N4CCOCC4)c4ccccc34)CC2)cc1	i	0.13	52
O=C(NCCc1ccsc1)c1ccccc1Cl	i	0.026	25
O=S(=O)(Nc1cccc(C(F)(F)F)c1)c1c(Cl)cccc1Cl	+	0.16*	30*
O=C(Nc1nc2ccc([N+](=O)[O-])cc2s1)c1ccc(=O)n(Cc2ccccc2)c1	+	0.3*	53*
C=CCn1c(=O)c2c(nc3n(-c4cc(OC)ccc4OC)c(-c4ccccc4)cn23)n(C)c1=O	i	0.073	65
COc1ccc(CNC(=O)C2CCN(c3cc(Sc4cc(C)ccc4C)ncn3)CC2)c(OC)c1	i	0.1	69
CN(C)S(=O)(=O)c1ccc(C(=O)NCCNc2ccc(Nc3ccccn3)nn2)cc1	i	0.14	56
OC(COc1ccc(Cl)cc1)CN1CCN(c2ccccc2)CC1 (configuration not stated)	i	0.05	66
Cc1cc(=O)n(CC(=O)Nc2cccc(Cl)c2)cn1	i	0.1	58
Cc1ccc(-c2ccc(=O)n(CCCC(=O)Nc3ccc(-c4ccc(=O)[nH]n4)cc3)n2)cc1	i	0.027	36
O=C(Nc1ccccc1)N1CCC(c2ccccc2)C1 (configuration not stated)	i	0.073	62
COc1ccc(/C=C2/SC(=S)N(c3cccc(F)c3)C2=O)cc1OC	i	0.12	64
COc1ccc(S(=O)(=O)NCC2CCN(c3ncccn3)CC2)cc1F	i	0.14	57
O=C(CCn1nc(-c2ccc(Cl)cc2)c2ccccc2c1=O)NC1CCCCC1	+	0.11*	59*
CC(C)N(Cc1ccccc1)c1nc2c(c(=O)n(C)c(=O)n2C)n1CC(=O)O	i	0.063	45
O=C(NCC(O)(c1ccco1)C1CC1)C1(c2ccccc2)CCOCC1 (configuration not stated)	i	0.094	65
COc1ccc(S(=O)(=O)Nc2nc3ccccc3nc2NCc2ccc(F)cc2)cc1	i	0.19	40
Cc1cccc(-c2nnc(NC(=O)c3cc(C)n(C(C)C)n3)o2)c1	i	0.12	65
O=C(CC(C(=O)O)N1CCOCC1)Nc1cc(Cl)ccc1Cl (configuration not stated)	i	0.026	48
Cc1ccc(Cl)cc1NC(=O)C(=O)NCC1CCN(C(=O)Nc2ccc(F)cc2)CC1	i	0.092	66
COc1cccc(CC(=O)N2CCC(CN3CCN(C)CC3C)CC2)c1 (configuration not stated)	i	0.076	59
CN(C)CCN1CC(C(N)=O)CC1=O (configuration not stated)	i	0.029	29
CCN(CC)CC(=O)Nc1c(C)cc(C(C)(C)C)cc1C	i	0.078	56
CC(=O)c1ccc(OCC(O)CN2CCN(c3ccccc3F)CC2)cc1 (configuration not stated)	i	0.031	49
Cc1nc(C)c(CC(=O)N2CCN(S(C)(=O)=O)CC2)s1	i	0.077	68
O=S(=O)(c1c(Cl)cccc1Cl)N1CCN(Cc2ccc3c(c2)OCO3)CC1	i	0.062	45
Cc1cc(S(=O)(=O)Nc2ccc3c(c2)C(=O)N2CCCCC2CCO3)c(Cl)cc1Cl (configuration not stated)	i	0.081	71
COc1ccccc1NC(=O)Nc1ccc2c(c1)CC(=O)N2	i	0.1	58
COC(=O)c1cc(-c2ccc3c(c2)OCCO3)nc2c1c(C)nn2C1CCS(=O)(=O)C1 (configuration not stated)	i	0.13	58
COc1ccc(S(=O)(=O)N2CCCOC2CNC(=O)C(=O)NC2CCCCC2)cc1C (configuration not stated)	i	0.072	58
CN(Cc1ccco1)S(=O)(=O)c1ccc(C(=O)Nc2sc3c(c2C#N)CCC3)cc1	i	0.062	46
CSc1cccc(NC(=O)N2CCN(c3ccc(C)nn3)CC2)c1	i	0.038	38
CC(=O)c1ccccc1OCC(O)CN1CCN(Cc2ccc3c(c2)OCO3)CC1 (configuration not stated)	i	0.042	48
CCOC(=O)c1c(SCC(=O)Nc2cccc([N+](=O)[O-])c2)nc(=O)[nH]c1C	i	0.058	50
CCc1ccc(OCC(O)Cn2c(C3CC(=O)N(c4ccc(F)cc4)C3)nc3ccccc32)cc1 (configuration not stated)	i	0.13	43
COc1ccc(S(=O)(=O)N2CCCOC2CNC(=O)C(=O)NCCC(C)C)cc1OC (configuration not stated)	i	0.088	74
CCOCCn1c(=O)c2c(nc3n2CCN3c2ccc(CC)cc2)n(C)c1=O	i	0.13	69
Cc1cc(-n2nc(C)cc2C)n2nc(C(F)(F)F)nc2n1	i	0.081	54
Cc1ccc(NC(=O)NCC(C)(O)C2CC2)cc1C (configuration not stated)	i	0.11	65
COc1cc(NC(=O)Nc2cccc(OC)c2OC)ccc1N1CCCCC1=O	i	0.067	63
CCOC(=O)c1sc(NC(=O)c2cc(C)nn2CC)nc1-c1ccccc1	i	0.1	46
CCC(=O)Nc1ccc(Cl)c(NC(=S)NC(=O)c2ccc(F)cc2Cl)c1	i	0.048	32
COc1ccccc1NC(=O)N1CCC(CNC(=O)Nc2ccccc2C)CC1	i	0.049	59
COC(=O)c1ccc(Oc2coc3cc(OCC(N)=O)ccc3c2=O)cc1	i	0.05	55
CCC(=O)N(Cc1ccco1)c1nc2cc(OC)ccc2s1	i	0.07	60
Cc1nc2sc(C(c3ccc(F)cc3)N3CC(C)CC(C)C3)c(O)n2n1 (configuration not stated)	i	0.095	51
COCCn1c(C(=O)NCCc2ccccc2)cc2c(=O)n(C)c(=O)n(C)c21	i	0.14	45
CCC(=O)c1ccc(OCC(O)Cn2c(C)nc3ccccc32)cc1 (configuration not stated)	i	0.15	67
O=C(Cc1csc(NC(=O)c2ccc[nH]c2=O)n1)Nc1ccc2c(c1)OCCO2	i	0.053	33

Some of the entries so far, with values under each structure:
Values run as follows: GluA2 TARP mod | GluA2 TARP mod agonism max-min | GluA2 TARP mod glutamate slope
CN(Cc1ccco1)S(=O)(=O)c1ccc(C(=O)Nc2sc3c(c2C#N)CCC3)cc1
  i | 0.062 | 46
CSc1cccc(NC(=O)N2CCN(c3ccc(C)nn3)CC2)c1
  i | 0.038 | 38
CC(=O)c1ccccc1OCC(O)CN1CCN(Cc2ccc3c(c2)OCO3)CC1 (configuration not stated)
  i | 0.042 | 48
CCOC(=O)c1c(SCC(=O)Nc2cccc([N+](=O)[O-])c2)nc(=O)[nH]c1C
  i | 0.058 | 50
CCc1ccc(OCC(O)Cn2c(C3CC(=O)N(c4ccc(F)cc4)C3)nc3ccccc32)cc1 (configuration not stated)
  i | 0.13 | 43
COc1ccc(S(=O)(=O)N2CCCOC2CNC(=O)C(=O)NCCC(C)C)cc1OC (configuration not stated)
  i | 0.088 | 74
CCOCCn1c(=O)c2c(nc3n2CCN3c2ccc(CC)cc2)n(C)c1=O
  i | 0.13 | 69
Cc1cc(-n2nc(C)cc2C)n2nc(C(F)(F)F)nc2n1
  i | 0.081 | 54
Cc1ccc(NC(=O)NCC(C)(O)C2CC2)cc1C (configuration not stated)
  i | 0.11 | 65
COc1cc(NC(=O)Nc2cccc(OC)c2OC)ccc1N1CCCCC1=O
  i | 0.067 | 63
CCOC(=O)c1sc(NC(=O)c2cc(C)nn2CC)nc1-c1ccccc1
  i | 0.1 | 46
CCC(=O)Nc1ccc(Cl)c(NC(=S)NC(=O)c2ccc(F)cc2Cl)c1
  i | 0.048 | 32
COc1ccccc1NC(=O)N1CCC(CNC(=O)Nc2ccccc2C)CC1
  i | 0.049 | 59
COC(=O)c1ccc(Oc2coc3cc(OCC(N)=O)ccc3c2=O)cc1
  i | 0.05 | 55
CCC(=O)N(Cc1ccco1)c1nc2cc(OC)ccc2s1
  i | 0.07 | 60
Cc1nc2sc(C(c3ccc(F)cc3)N3CC(C)CC(C)C3)c(O)n2n1 (configuration not stated)
  i | 0.095 | 51

Next records follow:
SMILES	GluA2 TARP mod	GluA2 TARP mod agonism max-min	GluA2 TARP mod glutamate slope
COc1ccc(S(=O)(=O)CCC(=O)Nc2nnc(C3CCCCC3)o2)cc1	i	0.047	60
N#Cc1ccc(Cl)cc1NC(=O)C(=O)NC1CCCC1	i	0.083	74
CN(C)C(CNC(=O)C(=O)Nc1ccc2c(c1)OCO2)c1ccco1 (configuration not stated)	i	0.075	86
Cc1nccn1CC1CCN(S(=O)(=O)c2ccc(Br)cc2)CC1	i	0.069	51
COC(=O)c1sc2ccccc2c1S(=O)(=O)Nc1ccc(F)c(F)c1	i	0.13	46
O=C(Nc1ccc(Nc2cc(-n3ccnc3)ncn2)cc1)c1c[nH]c2ccccc12	i	0.074	59
O=C(C1CC1c1cccs1)N1CCNCC1 (configuration not stated)	i	0.023	43
CN1CCN(NC(=O)C(=O)Nc2ccc(F)c(Cl)c2)CC1	i	0.091	67
COc1ccc(C(=O)NCCS(=O)(=O)N2CCCCC2)cc1	i	0.098	64
Cc1c(Cl)cccc1S(=O)(=O)Nc1ccc(CC(=O)NC(C)(C)CO)cc1	i	0.085	32
CN(C)c1nn(CC(=O)Nc2ccc(S(C)(=O)=O)cc2)cc1-c1ccccc1	i	0.16	62
Cc1cc(=O)[nH]c(SCC(=O)N2CCN(C(c3ccccc3)c3ccccc3)CC2)n1	i	0.056	53
O=C(CCN1C(=O)c2ccccc2S1(=O)=O)Nc1ccc(Br)cc1	i	0.074	55
CC1=C(C(=O)Nc2ccccc2F)C(c2cccs2)C2=C(CCCC2=O)N1 (configuration not stated)	i	0.063	39
Cc1ccc(-c2cc(=O)n(CC(=O)N3CCCc4cc(C)ccc43)cn2)cc1	i	0.14	53
CC1CN(CC(O)COCCOc2ccc(C(C)(C)C)cc2)CC(C)O1 (configuration not stated)	i	0.075	56
Cc1ccc(S(=O)(=O)N(Cc2ccc(F)cc2)C(=O)N2CCN(C)CC2)cc1	i	0.085	58
CCCCN(CC)C(=O)c1cc2cccnc2n(Cc2ccccc2)c1=O	i	0.044	65
COc1ccc2oc(=O)c(C(=O)Nc3ccccc3C(F)(F)F)cc2c1	i	0.14	53
O=C(CCc1ccccc1)NCCn1ncc2c(N3CCOCC3)ncnc21	i	0.065	55
O=C(/C=C/c1ccco1)NC(=S)N1CCNC(=O)C1CC(=O)OCC1CCCO1 (configuration not stated)	i	0.097	53
Cc1nnsc1C(=O)N1CCC(CNC(=O)C(=O)Nc2cccnc2)CC1	i	0.1	61
Cn1cccc(C(=O)N2CCC(CNS(=O)(=O)c3cccc(C(F)(F)F)c3)CC2)c1=O	i	0.067	28
COc1ccc(C)cc1NC(=O)C(=O)NCCc1ccc(F)cc1	i	0.12	62
Cc1ccc(NC(=O)CSc2nccnc2N2CCSCC2)c(Br)c1	i	0.073&0.045	51&125
COc1ccc(NC(=O)Cc2csc(NC(=O)c3ccc(=O)[nH]c3)n2)cc1Cl	i	0.072	30
CCc1nnc(NC(=O)Cc2c(C)nn(C3CCS(=O)(=O)C3)c2C)s1 (configuration not stated)	i	0.15	50
CSCCC(C)(O)CNC(=O)C(=O)Nc1cccnc1 (configuration not stated)	i	0.11	63
O=C(c1ccc(N2CCOCC2)nn1)N1CCN(c2ccccn2)CC1	i	0.049	38
O=C(Nc1cccs1)N1CCN(c2ccc3nnc(C4CC4)n3n2)CC1	i	0.09	42
O=C(NCC1CC1)c1ccc2c(=O)n3c(nc2c1)SCCC3	i	0.12	46
Cc1ccc(Nc2ccc(NC(=O)Cc3c[nH]c4ccccc34)cc2)nn1	i	0.14	57
CCC(=O)Nc1ccc(S(=O)(=O)NCC(c2cccn2C)N2CCCC2)c(C)c1 (configuration not stated)	i	0.051	53
O=C(NCCn1ncc2c(N3CCCCCC3)ncnc21)c1cccs1	i	0.062	72
COc1ccccc1NC(=O)N1CCC(CNC(=O)c2ccc3nsnc3c2)CC1	i	0.05	25
Cc1cc(C)n(C(=O)COc2ccc(C)c(C)c2)n1	i	0.054	44
Cn1ccnc1N1CCN(C(=O)c2c(F)cccc2Cl)CC1	i	0.082	69
Cc1ccc2oc(=O)c(S(=O)(=O)c3ccc(C(C)(C)C)cc3)cc2c1	i	0.082	60
COc1ccc2nc(-c3cccc(NC(=O)c4ccc(Br)o4)c3)cn2n1	i	0.034	40
COc1ccc(C(=O)N2CCN(c3ccc(-c4ccccc4)nn3)CC2)cc1OC	i	0.078	56
COc1ccc(CC(=O)Nc2nc(-c3ccc(OC)cc3OC)cs2)cc1	i	0.086	61
CCOc1ccc(-c2noc(CS(=O)(=O)c3cc(OC)ccc3OC)n2)cc1	i	0.086	41
COc1ccc(-c2cc(=O)n(Cc3cccc(C(F)(F)F)c3)cn2)cc1	i	0.12	44
COc1ccc(C(=O)NC2=N/C(=C(/C#N)C(=O)NC3CCCCC3)c3ccccc32)cc1	i	0.1	53
O=C(CSC1=NCCS1)N1CCN(C(c2ccccc2)c2ccccc2)CC1	i	0.048	4
O=C(NCc1n[nH]c(=O)c2ccccc12)c1ccc(S(=O)(=O)N2CCCC2)cc1	i	0.13	52
CCNC(=O)C1Cc2ccccc2N1S(=O)(=O)c1ccc(CC)s1 (configuration not stated)	i	0.05	46
Cc1cc(C)n(CC(O)COc2ccc3c(c2)CCC3)n1 (configuration not stated)	i	0.066	49
COC(=O)c1ccc2c(c1)C1CC(C)(O2)N(c2ccc(Cl)cc2)C(=S)N1 (configuration not stated)	i	0.055	48
O=C(NCCCn1ncccc1=O)C1CN(c2nc3c(C(F)(F)F)cccc3s2)C1	i	0.1	63
COc1ccc(NC(=O)CSc2ncnc3c2nnn3C)cc1OC	i	0.056	26
COc1ccc(S(=O)(=O)CC(=O)Nc2nnc(-c3ccc(F)cc3)o2)cc1	i	0.037	45
